# High-throughput results deposited in PubChem by The Scripps Research Institute Molecular Screening Center.
# LYPLA2 counter: LYPLA2 inhibitors, primary screen, counter-screen for PME1 inhibitor project, biochemical, fluorescence polarization, FP-Rh probe ABPP | recombinant LYPLA2 | inhibition, % at 5.9 µM | hit rate 0.38% among 320,000 | AID 2177, 2009;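 active = inhibition above the screen-wide mean plus 3 SD, limit set per campaign, cut at about 26% in these data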;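 also: 0% = LYPLA2 with DMSO and 100% = wells lacking LYPLA2 enzyme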
# Target sequence (O95372 whole entry, looked up): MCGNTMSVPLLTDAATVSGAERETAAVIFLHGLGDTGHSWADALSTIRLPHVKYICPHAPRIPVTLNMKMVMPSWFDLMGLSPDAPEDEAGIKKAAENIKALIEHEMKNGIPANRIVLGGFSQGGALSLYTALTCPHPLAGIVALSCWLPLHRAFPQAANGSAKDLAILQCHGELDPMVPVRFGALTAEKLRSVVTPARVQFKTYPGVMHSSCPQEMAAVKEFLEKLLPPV
# EBNA-1 inhibitor: EBNA-1 DNA-binding inhibitors, primary screen, biochemical, fluorescence polarization | inhibition, % at 14.8 µM | AID 1950, 2009 | hit rate 0.34% among 300,000; in the data active = inhibition above about 28%
# PAFAH1B3 inh: PAFAH1B3 enzyme inhibitors, primary screen, biochemical, fluorescence polarization, human. inhibition, % at 3.39 µM. recombinant PAFAH1B3, FP-rhodamine probe. hit rate 0.28% among 340,000. Platelet-activating factor acetylhydrolase IB subunit alpha1 (Homo sapiens), Q15102;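 active = inhibition above the screen-wide average of all tested compounds plus 3 SD, cut at about 25% in these data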;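 also: 0% = enzyme with DMSO only and 100% = wells lacking PAFAH1B3 protein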
# Target sequence (Q15102 whole entry, looked up): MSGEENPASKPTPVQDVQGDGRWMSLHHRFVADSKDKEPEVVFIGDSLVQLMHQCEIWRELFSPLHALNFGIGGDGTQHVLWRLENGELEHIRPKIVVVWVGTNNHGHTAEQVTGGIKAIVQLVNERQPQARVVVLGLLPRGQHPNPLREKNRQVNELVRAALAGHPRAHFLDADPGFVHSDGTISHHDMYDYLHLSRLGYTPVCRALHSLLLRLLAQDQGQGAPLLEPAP
# PAD4 inh: human PAD4 inhibitors, primary screen, biochemical, fluorescence polarization, 1536-well format; recombinant PAD4, RCA probe fluorescence polarization; hit rate 0.41% among 330,000; AID 485272, 2010; inhibition, % at 6.36 µM;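 active = percent inhibition above a cutoff equal to the mean of all tested compounds plus 3 SD, cut at about 15% in these data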;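 also: 0% = PAD4 with RCA probe and DMSO and 100% = probe without PAD4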
# ZTA DNA inh: ZTA (EBV) inhibition in EBNA-1 counter-screen; inhibition, % at 11 µM; P03206; hit rate 0.15% among 320,000; ZTA-DNA binding, fluorescence polarization; in the data active = inhibition above about 33%
# Target sequence (P03206 whole entry, looked up): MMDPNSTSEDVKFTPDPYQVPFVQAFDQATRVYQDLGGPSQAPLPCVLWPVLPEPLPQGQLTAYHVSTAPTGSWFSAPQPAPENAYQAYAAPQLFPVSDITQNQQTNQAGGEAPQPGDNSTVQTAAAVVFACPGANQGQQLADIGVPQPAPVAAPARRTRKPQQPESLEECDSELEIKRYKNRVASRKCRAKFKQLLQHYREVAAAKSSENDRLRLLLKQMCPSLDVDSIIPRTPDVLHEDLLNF
# PAFAH2 inh: PAFAH2 enzyme inhibitors, primary screen, biochemical, fluorescence polarization, human; Platelet-activating factor acetylhydrolase 2, cytoplasmic (Homo sapiens), Q99487; recombinant PAFAH2, FP-rhodamine activity probe; inhibition, % at 3.39 µM; hit rate 0.99% among 340,000; AID 492956, 2010;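 active = inhibition above the mean over all tested compounds plus 3 SD, cut at about 30% in these data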;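 also: inhibitors block probe labeling of enzyme so polarization drops; 0% = enzyme with DMSO and 100% = wells lacking PAFAH2 protein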
# LYPLA1 inh: LYPLA1 inhibitors, primary screen, counter-screen for PME1 inhibitor project, biochemical, fluorescence polarization, FP-Rh probe ABPP; recombinant LYPLA1; Acyl-protein thioesterase 1 (Homo sapiens), O75608; inhibition, % at 5.9 µM; hit rate 0.16% among 320,000;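 active = inhibition above the mean of all tested compounds plus 3 SD, set per campaign, cut at about 14% in these data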;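 also: inhibitors block serine hydrolase probe labeling of LYPLA1 so polarization falls; 0% = enzyme with DMSO and 100% = wells lacking LYPLA1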
# Target sequence (O75608 whole entry, looked up): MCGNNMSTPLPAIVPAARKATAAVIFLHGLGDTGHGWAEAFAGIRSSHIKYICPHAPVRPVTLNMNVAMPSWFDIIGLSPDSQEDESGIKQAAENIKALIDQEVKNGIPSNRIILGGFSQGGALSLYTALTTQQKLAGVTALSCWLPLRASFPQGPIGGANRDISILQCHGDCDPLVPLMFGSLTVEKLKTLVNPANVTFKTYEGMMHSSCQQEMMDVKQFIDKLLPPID
# PREPL inh: PREPL enzyme inhibitors, primary screen, biochemical, fluorescence polarization. Prolyl endopeptidase-like (Homo sapiens), Q4J6C6. recombinant PREPL, fluorescence polarization activity-based probe. inhibition, % at 5.96 µM. hit rate 0.68% among 320,000; in the data active = inhibition above about 43%;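 also: 0% = enzyme with DMSO and 100% = wells lacking enzyme; many of its hits are not listed in these tables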
# GSTO1 counter: inhibitors of recombinant GSTO1, primary screen, counter-screen for RBBP9 inhibitor project, biochemical, fluorescence polarization | Glutathione S-transferase omega-1 (Homo sapiens), P78417 | activity-based probe fluorescence polarization | inhibition, % at 5.96 µM | hit rate 1.1% among 300,000 | AID 1974, 2009;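 active = inhibition above the campaign mean inhibition plus 3 SD, cut at about 35% in these data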;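 also: 0% = GSTO1-1 with DMSO and 100% = wells lacking GSTO1-1 enzyme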
# The depositor's hits bear a star; . = no result given. Only part of the results is shown, so the mix of outcomes need not match the whole.
SMILES,LYPLA2 counter,EBNA-1 inhibitor,PAFAH1B3 inh,PAD4 inh,ZTA DNA inh,PAFAH2 inh,LYPLA1 inh,PREPL inh,GSTO1 counter
O=C(COc1ncnc2ccccc12)N1CCN(C(=O)c2ccco2)CC1,2.3,-6.8,6.1,0.4,1.6,-12.0,1.4,4.9,11.9
Cc1ccc2c(C)c(C(=O)NCCc3ccco3)oc2c1C,-2.1,2.8,-0.4,-4.0,4.0,-12.1,0.6,1.4,-7.1
CCc1noc(C)c1C(=O)Nc1ccc(Cl)c(S(=O)(=O)N2CCCCC2)c1,-5.2,-16.5,2.5,-0.9,-12.8,3.3,1.0,-5.5,-2.1
CCOC(=O)N1CCN(S(=O)(=O)c2ccc(OCC(=O)OC)cc2)CC1,2.2,1.1,11.9,-1.1,0.6,4.4,-3.4,0.2,1.6
CCOc1ccc(-c2nnn(CCC#N)n2)cc1OC,-11.0,-3.6,2.1,-4.0,-0.3,7.4,-0.5,1.2,2.1
Cn1cc(C=O)c(-c2ccc3c(c2)OCCCO3)n1,-2.7,-6.2,-2.3,3.0,-16.8,0.6,4.2,-0.7,14.2
Cc1ccc(NC(=O)c2sc(N)nc2-c2ccccc2)cc1C,1.3,-5.4,-0.5,-1.1,-30.6,2.9,0.2,8.2,0.0
CCc1ccc(S(=O)(=O)c2n[nH]n3c2nc(=O)c2ccccc23)cc1,5.0,10.7,-2.6,-5.0,-4.7,5.1,-0.8,6.0,-87.0
COC(=O)[C@]1(C)CCC[C@@]2(C)C3CC[C@@]4(C)C[C@]3(CC[C@H]12)C[C@H]4O (stereo partly drawn),4.2,7.3,-3.1,-1.3,-8.3,2.6,-1.1,0.3,-3.2
O=C(Nc1ccc(S(=O)(=O)N2CCOCC2)cc1)c1ccc(F)cc1,-0.7,-1.6,3.5,1.6,-2.3,2.8,-3.6,3.0,5.6
Cc1ccc2nc3c(cc(C#N)c(=N)n3Cc3cccnc3)c(=O)n2c1,-2.6,-13.9,.,-3.7,0.9,.,0.3,15.1,-8.3
O=C(c1ccc(Br)o1)N(c1ccc(Br)cc1)C1C=CS(=O)(=O)C1 (stereo not drawn),-0.7,2.5,-10.8,2.0,-0.5,0.3,-1.5,1.1,1.3
COc1ccc(CCN(Cc2cccs2)S(=O)(=O)c2ccc(-n3cnnn3)c(OC)c2)cc1OC,-0.3,3.8,5.6,-5.7,9.2,-9.9,0.4,-2.0,-6.4
COc1ccc(NC(=S)Nc2nc(CC(=O)Nc3ccccc3OC)cs2)cc1,4.2,-5.2,6.8,-2.5,-0.7,-6.7,-12.4,2.1,-18.6
CC(=O)c1ccc(NC(=O)Nc2ccc(Br)cc2C)cc1,2.4,19.1,6.8,-0.8,1.8,-5.8,-0.3,11.4,4.7
CS(=O)(=O)N1CCN(c2ccc([N+](=O)[O-])c(SCc3ccco3)c2)CC1,-1.4,2.5,.,-5.7,6.1,.,-1.1,-8.5,2.4
O=C(COc1ccc2c3c(c(=O)oc2c1)CCC3)N[C@@H](Cc1ccccc1)C(=O)O,2.5,3.3,4.3,2.2,9.9,-0.3,3.1,-0.9,1.2
Cc1ccccc1NC(=O)CSc1nc2cc3c(cc2cc1C)CCC3,-3.1,-7.9,7.0,5.5,-13.6,3.3,-1.7,-6.8,6.4
O=C(NNc1cc(Cl)cc(Cl)c1)c1c(F)cccc1Cl,-5.4,5.2,-2.1,-2.4,7.6,-1.1,-4.1,-6.6,-3.7
O=C(c1ccccc1)c1nn(-c2cccc(Cl)c2)ccc1=O,6.3,-12.4,.,-1.7,0.9,.,3.1,-10.0,-6.4
CN(c1ccccc1C(=O)Nc1cccc([N+](=O)[O-])c1)S(C)(=O)=O,9.5,-2.9,11.1,0.9,-4.7,1.5,0.3,4.6,2.0
CN(CCOc1ccc(Cl)cc1)CC(=O)Nc1ccc(OC(F)F)cc1,-0.4,-17.0,-2.2,-1.4,9.2,4.0,0.3,-64.4,0.5
O=C1Cc2cc(NS(=O)(=O)c3ccc(F)cc3)cc3c2N1CCC3,-2.4,2.0,-3.9,-5.6,0.9,5.4,-4.5,6.3,-2.0
CCc1noc(C)c1C(=O)N1CCCC(CCC(=O)NCc2ccc(F)c(F)c2)C1 (stereo not drawn),4.7,6.6,3.8,0.2,12.1,2.2,1.7,6.3,3.6
O=C1CSC(=Nc2cccc(Cl)c2Cl)N1,-1.3,-10.3,12.4,7.1,5.5,1.6,-8.1,-1.3,-1.5
COc1ccc(/C=N/NC(=O)c2ccc(Cl)cc2Cl)cc1COC(C)=O,-7.7,-8.6,3.6,4.4,-2.1,1.0,-2.0,-9.2,5.0
Cc1ccc(S(=O)(=O)NNC(=S)Nc2ccccc2)cc1,-5.6,-2.5,2.3,-1.2,4.7,6.3,-6.5,5.4,0.6
CCOc1ccccc1NC(=S)NCc1ccco1,5.2,4.2,-0.6,0.7,3.6,-1.1,-2.4,-4.5,0.3
O=C(CN(Cc1cccs1)C(=O)CNS(=O)(=O)c1ccc(F)cc1)NCC1CCCO1 (stereo not drawn),5.1,-8.1,6.9,-0.2,8.9,24.2,2.2,2.7,9.7
NC(=O)c1cc(S(=O)(=O)NC2CCCCC2)co1,4.0,-3.0,-0.7,1.5,-1.1,-6.6,3.1,1.5,-6.2
COc1ccc(NC(=O)Nc2cccc(OC)c2)cc1,3.5,-5.4,-1.6,-2.6,-2.2,-7.2,0.1,21.5,10.8
CC(C)(C)NC(=O)COC(=O)c1ccccc1C(=O)c1ccccc1,-4.3,-2.5,10.9,2.1,-12.4,69.2*,-4.3,10.2,9.7
Cc1cc[n+](-c2[nH]c(=O)sc2/C=N/NC([S-])=Nc2ccccc2)cc1,6.7,-1.5,11.6,-4.7,-4.2,13.0,-0.6,11.8,22.9
O=C1CC(O)(C(F)F)Oc2ccc3ccccc3c21 (stereo not drawn),0.4,-5.7,3.6,-0.4,-11.1,3.9,-0.7,-13.7,51.0*
COc1cccc(NC(=O)Cn2c(CCC(=O)O)ccc2-c2cccs2)c1,-2.1,8.0,-1.1,-8.3,11.1,-0.5,3.1,-6.0,3.3
CC(C)(C)NC(=O)NC(=O)COC(=O)CNC(=O)c1cccc(F)c1,3.3,14.2,4.1,-1.5,9.8,0.1,1.9,-1.9,6.1
Cn1nc(N)c2c(-c3ccc(Cl)cc3)c(C#N)c(N)nc21,-1.8,7.4,10.4,-1.0,-17.9,-0.1,2.2,5.4,2.3
Oc1ccc(CNCC2COc3ccccc3O2)cc1 (stereo not drawn),0.3,-9.6,4.4,1.3,0.0,3.2,0.9,2.2,1.6
CCn1c(SCC(=O)Nc2ccccc2OC)nc(O)cc1=O,6.5,1.5,1.2,-0.2,-1.1,3.9,0.5,1.1,2.6
O=C(OCc1ccccc1Cl)c1cccnc1Cl,7.5,2.2,-0.5,0.0,11.6,0.3,2.0,0.5,0.8
COc1cc2c(cc1OC)C(c1ccc([N+](=O)[O-])cc1)NC(=O)C2 (stereo not drawn),5.4,7.9,9.5,-2.7,-9.8,0.0,5.9,8.4,-0.8
CCOC(=O)Cn1c(-c2ccccc2)cc(SC)c(C#N)c1=O,-3.2,-1.1,11.5,-0.4,-1.0,-4.3,-7.1,-5.2,-0.8
CCC(=O)N/N=C(\C)CC(=O)Nc1ccc(F)cc1,4.7,2.5,6.2,1.4,-1.9,13.7,1.1,2.7,-1.6
CC1CCCCN1S(=O)(=O)c1ccc(NC(=O)CSc2nnnn2C)cc1 (stereo not drawn),4.6,6.7,1.3,-3.0,3.8,1.8,5.6,8.6,7.5
Cc1ccccc1-n1c(Cn2c(=O)sc3ccccc32)nnc1SC(C)C,1.6,-19.7,-1.9,0.3,-11.6,3.0,2.7,9.3,6.0
Cc1cccc(NC(=O)CN2CCCN(S(=O)(=O)c3ccc(Br)s3)CC2)c1,8.4,0.0,2.9,0.1,1.0,1.8,1.8,-40.6,4.2
COc1ccc(-n2c(=O)c3ccccc3c3ccccc3c2=O)c(OC)c1,6.2,7.9,3.8,0.9,8.6,-5.2,-0.2,12.7,2.5
CC(C)[C@H](NC(=O)c1cc2cc(Cl)ccc2n1C)C(=O)N[C@@H](C(=O)O)c1ccccc1,-7.3,-2.1,6.0,-6.7,-16.8,3.5,-2.6,2.2,3.5
Cn1c(SCc2ccc(F)cc2)nnc1-c1ccccn1,2.4,5.1,2.7,2.2,5.6,-1.2,0.3,1.6,-2.5
CCOc1cc(C(=S)N2CCOCC2)ccc1OC,3.0,-3.2,-0.7,0.1,-0.9,0.4,7.0,20.0,3.4
# Continued.
SMILES,LYPLA2 counter,EBNA-1 inhibitor,PAFAH1B3 inh,PAD4 inh,ZTA DNA inh,PAFAH2 inh,LYPLA1 inh,PREPL inh,GSTO1 counter
CCOC(=O)N1CCC(Nc2c(Nc3ccc(C)c(C)c3)c(=O)c2=O)CC1,1.0,-0.3,8.1,1.7,-8.5,1.9,-0.1,13.7,4.3
CC(=O)c1ccc(OCC(C)C)c(CC(C(N)=O)C(N)=O)c1,-0.5,2.9,4.6,-2.1,8.0,8.8,4.2,3.2,1.4
CCCCn1c(N)c(N(CCOC)C(=O)c2ccc(Cl)c(S(=O)(=O)N3CCCC3)c2)c(=O)[nH]c1=O,1.4,6.3,13.2,-0.1,7.7,5.6,0.6,5.6,4.5
CCn1c(=O)c(C(=O)NCc2ccccc2OC)c(O)c2ccccc21,8.1,-0.1,6.7,4.3,-20.9,11.5,4.9,-2.5,-4.5
Cc1nnc(NCc2n[nH]c(=O)c3ccccc23)c2ccccc12,1.7,9.3,14.3,-3.8,2.7,-7.5,2.7,-6.6,-7.0
COc1ccc(N2CC(NC(=O)c3ccc4ccccc4c3)CC2=O)cc1OC (stereo not drawn),-0.8,9.0,13.6,-2.5,-5.4,-5.0,-1.5,29.2,5.4
Cc1ccsc1/C=N/N=C/c1sccc1C,0.0,-5.5,7.4,3.6,15.0,0.7,3.8,11.4,-6.0
O=C(OCCc1cc2ccccc2c(=O)o1)c1ccc(F)cc1,-2.3,.,13.1,-7.9,1.5,6.7,3.3,11.2,.
COC(=O)c1cccc(S(=O)(=O)N(Cc2ccco2)Cc2cc3ccc(OC)cc3[nH]c2=O)c1,0.3,3.9,7.6,-2.2,0.6,0.4,-0.6,4.5,-5.2
COC(=O)CNC(=O)CN1C(=O)NC2(CCCc3ccccc32)C1=O (stereo not drawn),-2.5,13.6,2.0,-4.4,2.0,-0.1,-2.3,8.2,0.5
COc1ccc(NS(=O)(=O)c2cc(NC(=O)c3cc(F)c(F)c(F)c3F)ccc2N2CCCC2)cc1,-24.0,1.9,2.1,-4.1,6.1,-4.7,-11.9,46.3*,-12.7
O=c1cc(CN2CCOCC2)nc(C2CC2)[nH]1,-9.5,-15.5,-0.7,2.8,-3.5,-1.4,-2.9,2.6,13.3
CN1CCN(c2ccccc2NC(=O)COc2ccc(Br)cc2)CC1,7.5,-11.8,7.4,-3.7,-6.2,-0.6,0.6,17.5,-8.1
OCC1CCCN(C(=S)Nc2ccc(Oc3ccccc3)cc2)C1 (stereo not drawn),-2.6,5.9,6.8,4.5,-12.9,3.4,-1.1,10.9,-0.6
